RmlC RmlD mix: mixture blocks RmlC and RmlD coupled enzyme activity | RmlC/RmlD coupled enzyme inhibition, 384-well mixture HTS | inhibition, % at 5.5 µM | hit rate 0.39% among 110,000 | AID 1532; in the data active means inhibition above about 30%, passing the limit was not always enough; further: strong numbers were not always called active
HIV RNase H inh: blocks HIV-1 RNase H cleavage of RNA/DNA duplex; P04585; RT-RNase H RNA/DNA duplex cleavage, fluorescence; inhibition, % at 10 µM; hit rate 1.9% among 65,000; in the data active means inhibition above about 50%
Starred values were filed as active, the others as inactive. Not all compounds are listed; rates above refer to the full screens.

The first three compounds, ahead of the listing:
CCCCC(CC)Cn1c2nc3ccccc3nc2c2c(=N)oc(C)nc21 (centres undefined) was read as HIV RNase H inh 68*.
Clc1ccccc1C(c1ccccc1)(c1ccccc1)n1ccnc1 was read as RmlC RmlD mix -13.
`O=C(O)CCc1ccc(-c2ccc(Br)cc2)o1` gave RmlC RmlD mix 12 and HIV RNase H inh -9.

Results, previewed entries included:
CCCCC(CC)Cn1c2nc3ccccc3nc2c2c(=N)oc(C)nc21 (centres undefined) was read as HIV RNase H inh 68*.
Clc1ccccc1C(c1ccccc1)(c1ccccc1)n1ccnc1 was read as RmlC RmlD mix -13.
`O=C(O)CCc1ccc(-c2ccc(Br)cc2)o1` gave RmlC RmlD mix 12 and HIV RNase H inh -9.
`O=C(CCN1C(=O)COc2ccccc21)NCCCN1CCc2ccccc2C1` gave RmlC RmlD mix 3.
Screening CCOC(=O)c1c(C(F)(F)F)nc2ncccn12 returned RmlC RmlD mix -11.
CCOC(=O)c1c(N)sc(C(C)=O)c1C was read as RmlC RmlD mix -6.
CCOC(=O)N1CCN(S(=O)(=O)c2cccc3nsnc23)CC1 was read as RmlC RmlD mix 9 and HIV RNase H inh -7.
For Cn1c(C(O)c2ccc3c(c2)OCO3)nc2ccccc21 (centres undefined) the results were RmlC RmlD mix -11 and HIV RNase H inh 0.
`CCCCCCOC(=O)/C=C/c1c(C)[nH]c(=O)[nH]c1=O` gave RmlC RmlD mix -12.
`O=C(O)CCCCCCCCCCCc1ccccc1` gave RmlC RmlD mix -15.
`COC(=O)c1c(C(=O)OC)c2oc3ccccc3n2c1Cl` gave RmlC RmlD mix 6 and HIV RNase H inh -23.
`COC(=O)CCCC[C@@H]1SC[C@@H](NC(=O)OC)[C@@H]1NC(=O)OC` gave RmlC RmlD mix 21.
`Clc1ccc(-c2nnc(N3CCCC3)nn2)cc1` gave RmlC RmlD mix 12 and HIV RNase H inh 0.
Screening Cc1ccc(-n2nc(C)c3c(C)cc(=O)[nH]c32)cc1 returned RmlC RmlD mix -5.
`Cc1ccc(N2C(=O)C(CN(C)C)C2c2ccccc2)cc1` (centres undefined) gave RmlC RmlD mix -5.
For CCc1nnc(NC(=O)CSc2ncc(-c3ccccc3)n2CC)s1 the results were RmlC RmlD mix -4 and HIV RNase H inh -1.
Screening CCOC(=O)c1c(C)n(OC)c2ccc3c(no[n+]3[O-])c12 returned RmlC RmlD mix -13.
`C#CCOCCOCCOCCNc1nc(N2CCOCC2)nc(N2CCN(C(=O)[C@H](CCCCN)n3cc([C@@H](N)C(C)CC)nn3)CC2)n1` (some centres undefined) gave RmlC RmlD mix 85.
`O=C(Cn1c2c(c(-c3ccccc3)cc1=O)CCCC2)N1CCCCCC1` gave RmlC RmlD mix -10 and HIV RNase H inh -29.
`O=C(Nc1ccc(O)cc1C(=O)O)c1cccc(Br)c1` gave RmlC RmlD mix 8 and HIV RNase H inh -18.
For Clc1ccc(C2=Nn3c(nnc3-c3n[nH]c4c3CCC4)SC2)cc1 the results were RmlC RmlD mix 14 and HIV RNase H inh -22.
`COCCn1c(SCC(=O)N2CCCC2)nnc1-c1ccoc1C` gave RmlC RmlD mix 5 and HIV RNase H inh 1.
`CCc1ccc(-c2cc(C(F)(F)F)n3nc(C(=O)Nc4c(C)nn(Cc5ccc(F)cc5)c4C)cc3n2)s1` gave RmlC RmlD mix 10.
For Cc1nc2ccccc2c2c1C(=O)N(Cc1cccnc1)C2=O the results were RmlC RmlD mix 8.
O=C1OC(c2cccs2)=N/C1=C\c1ccc(-c2ccccc2Cl)o1 was read as RmlC RmlD mix 12.
Screening COCC(C)OC(=O)c1c(N)n(CC(C)C)c2nc3ccccc3nc12 (centres undefined) returned RmlC RmlD mix 136.
For CCCCCCC(=O)Nc1nc(C)c(-c2csc(Nc3cc(Cl)ccc3OC)n2)s1 the results were RmlC RmlD mix -45.
Cc1nc(SCc2ccccc2)c(C(F)(F)F)c(=O)[nH]1 was read as RmlC RmlD mix -24 and HIV RNase H inh -31.
`COc1ccc(-c2nnc(CSc3ncnc4sc5c(c34)CCC5)o2)cc1OC` gave HIV RNase H inh 1.
`Nc1ncc(-c2cc3ccccc3oc2=O)s1` gave RmlC RmlD mix 2 and HIV RNase H inh 12.
Screening COC(=O)c1ccc(Oc2nc(C(N)=O)cc(-c3ccccc3)n2)cc1 returned RmlC RmlD mix -4.
For CCOC(=O)c1cc(-c2cccs2)nn1CCC#N the results were HIV RNase H inh -9.
`CCOC(=O)Cn1cnc2c(nnn2-c2ccc(C)cc2)c1=O` gave RmlC RmlD mix -9 and HIV RNase H inh 2.
`COc1ccc(CNC(=O)CN(Cc2ccc(C)cc2)S(=O)(=O)c2ccc(Cl)cc2)cc1` gave RmlC RmlD mix -2.
Screening CCOC(=O)CC1=C(C(=O)OCC)C2(C(=O)Nc3ccccc32)C(C#N)=C(N)O1 (centres undefined) returned RmlC RmlD mix -11 and HIV RNase H inh -1.
For Cc1ccc2nc(-c3ccccn3)cc(C(=O)NC3CCN(C)CC3)c2c1 the results were RmlC RmlD mix 13 and HIV RNase H inh 6.

Some of these compounds in order of SMILES length, ascending:
`CCOC(=O)Cn1cnc2c(nnn2-c2ccc(C)cc2)c1=O` gave RmlC RmlD mix -9 and HIV RNase H inh 2.
`COc1ccc(-c2nnc(CSc3ncnc4sc5c(c34)CCC5)o2)cc1OC` gave HIV RNase H inh 1.
For CCCCCCC(=O)Nc1nc(C)c(-c2csc(Nc3cc(Cl)ccc3OC)n2)s1 the results were RmlC RmlD mix -45.
`COc1ccc(CNC(=O)CN(Cc2ccc(C)cc2)S(=O)(=O)c2ccc(Cl)cc2)cc1` gave RmlC RmlD mix -2.

More compounds.
For COc1ccc(C(=O)c2ccc(N3CCN(C4CC(=O)NC4=O)CC3)cc2)cc1F (centres undefined) the results were RmlC RmlD mix 7 and HIV RNase H inh -5.
For CCn1cc(SCC(=O)NCC2CCCO2)c2ccccc21 (centres undefined) the results were RmlC RmlD mix -3 and HIV RNase H inh -11.
For O=C1c2cccc3cccc(c23)C(=O)N1c1cccnc1 the results were RmlC RmlD mix 10 and HIV RNase H inh -8.
`Cc1ccc(S(=O)(=O)N2CCCC2C(=O)N(C)Cc2cccs2)cc1` (centres undefined) gave RmlC RmlD mix 6 and HIV RNase H inh 38.
O=S(=O)(CCc1ccccc1)/N=C/c1cccs1 was read as HIV RNase H inh 0.
`COc1cccc(NC(=O)CSc2nnc(-c3cc(C)n(-c4ccccc4)c3C)o2)c1` gave RmlC RmlD mix -9 and HIV RNase H inh -51.
`CCN(Cc1ccccc1)C(=O)CC1Oc2ccccc2NC1=O` (centres undefined) gave RmlC RmlD mix -7 and HIV RNase H inh 10.
Cc1nn(CCC(=O)O)c(C)c1C was read as RmlC RmlD mix -9.
For C=CCn1c(N)c(C(=O)Nc2ccccc2OC)sc1=S the results were RmlC RmlD mix 4 and HIV RNase H inh -14.
For CCOc1cc(CNc2ncnc3nc[nH]c23)ccc1OC the results were RmlC RmlD mix -8 and HIV RNase H inh -10.
`CC(=O)C[C@H]1c2ccccc2S(=O)(=O)N1c1ccccc1` gave RmlC RmlD mix -43.
`CCn1cc(C(C)(C)C)c(C#N)c1NC(C)=O` gave RmlC RmlD mix -124 and HIV RNase H inh -17.
For Cc1ccc2c(c1)C1CN(C)CCC1N2S(=O)(=O)c1ccc(Oc2ccc([N+](=O)[O-])cc2)cc1 (centres undefined) the results were RmlC RmlD mix 9.
NC(=O)C(c1ccccc1)C1CCCC1 (centres undefined) was read as RmlC RmlD mix -3 and HIV RNase H inh -12.
O=c1c2ccccc2nc(SCc2nc3ccccc3s2)n1Cc1ccco1 was read as RmlC RmlD mix -19 and HIV RNase H inh -5.
`Cc1ccc(Cn2c(SCC(N)=O)nc3c2c(=O)n(C)c(=O)n3C)cc1` gave RmlC RmlD mix -2 and HIV RNase H inh 3.
Screening CN1CCN(C(=S)c2ccc(OCC(=O)Nc3cccc(C(F)(F)F)c3)cc2)CC1 returned RmlC RmlD mix 8.
For CC(=O)Nc1cccc(Oc2ccc(-c3noc(C)n3)cc2)c1 the results were RmlC RmlD mix 2 and HIV RNase H inh 0.
Cc1cc(C)n(-c2ccc(C(=O)NCc3ccc4c(c3)OCO4)cc2)n1 was read as RmlC RmlD mix -27 and HIV RNase H inh -5.
Screening CN(C)S(=O)(=O)N(CC(=O)N(Cc1ccccc1)Cc1ccccc1)c1ccccc1 returned RmlC RmlD mix 5.
For C(=C\CSc1nnnn1-c1ccccc1)/CSc1nnnn1-c1ccccc1 the results were RmlC RmlD mix -11 and HIV RNase H inh -34.
`CCOc1ccc(NC(=O)C(C)Sc2nnc(C)n2C)cc1` (centres undefined) gave RmlC RmlD mix 13 and HIV RNase H inh 0.
Screening O=C(NCc1ccco1)c1cc(S(=O)(=O)N2CCCc3ccccc32)ccc1Cl returned RmlC RmlD mix 5.
Screening CCOCCCN1C(=O)CN(C2CCCCC2)C(=O)C1c1ccc(OC)c(OC)c1 (centres undefined) returned RmlC RmlD mix -21 and HIV RNase H inh -2.

2 records picked at random from the list so far:
CCOC(=O)N1CCN(S(=O)(=O)c2cccc3nsnc23)CC1 was read as RmlC RmlD mix 9 and HIV RNase H inh -7.
Screening COC(=O)c1ccc(Oc2nc(C(N)=O)cc(-c3ccccc3)n2)cc1 returned RmlC RmlD mix -4.

Later entries:
CCSCCNC(=O)c1cc(-n2cnnc2)ccc1Cl was read as RmlC RmlD mix 1 and HIV RNase H inh 2.
CC(=O)Nc1ccc(S(=O)(=O)Nc2nnc(C3CCCCC3)s2)cc1 was read as RmlC RmlD mix 2 and HIV RNase H inh -4.
For CC(C)CC(=O)Nc1ccccc1N1CCCC1 the results were HIV RNase H inh -6.
Cc1nc(-c2ccc(Cl)cc2)sc1C1(C)CC(c2ccc(OC(F)(F)F)cc2)=NO1 (centres undefined) was read as RmlC RmlD mix -17.
CCOC(=O)C1CCCN(c2c(NCCN3CCCCC3CC)c(=O)c2=O)C1 (centres undefined) was read as RmlC RmlD mix -9.
`Cc1ccc(C(=O)OCc2cn3ccccc3n2)cc1` gave RmlC RmlD mix 0 and HIV RNase H inh -17.
`CCN(CC)CCCC(C)NC1=NCCCCC1` (centres undefined) gave RmlC RmlD mix -8 and HIV RNase H inh -6.
For CC(C)N(C(=O)COc1ccc(Br)cc1Cl)C(C)C the results were RmlC RmlD mix 3 and HIV RNase H inh -5.
Screening c1ccc(Cn2ccc(-c3cnc(-c4ccccc4)s3)n2)cc1 returned RmlC RmlD mix -46.
Screening COc1cc2[nH]c3c(N4CCN(c5ccccn5)CC4)ncnc3c2cc1OC returned HIV RNase H inh -23.
For CS(=O)(=O)N(CC(=O)Nc1cccc(F)c1)c1cccc([N+](=O)[O-])c1 the results were RmlC RmlD mix 13.
CCc1ccc(OCC(=O)NC(NC(=S)Nc2ccc(C)cc2C)C(Cl)(Cl)Cl)cc1 (centres undefined) was read as RmlC RmlD mix 16.
`C#CCOCCOCCOCCNc1nc(N2CCN(C(=O)[C@H]([C@@H](C)CC)n3cc([C@@H](N)Cc4ccc(O)cc4)nn3)CC2)nc(N2CCN(C(=O)[C@H](CCCCN)n3cc([C@@H](N)C(C)CC)nn3)CC2)n1` (some centres undefined) gave RmlC RmlD mix 9.
Screening CCSP1(=S)N=C(N2CCOCC2)C(C#N)=C2CCCN21 (centres undefined) returned RmlC RmlD mix -5 and HIV RNase H inh 2.
For CCCCOC(=O)C1=C(C)Nc2ncnn2C1c1ccc(OC)c(OC)c1OC (centres undefined) the results were RmlC RmlD mix -17 and HIV RNase H inh 43.
O=C1CCCCCC1C1(O)C(=O)Nc2ccccc21 (centres undefined) was read as RmlC RmlD mix 61 and HIV RNase H inh 1.
For COc1ccccc1OCc1nnc(SCC(=O)NCc2ccco2)n1-c1ccccc1 the results were RmlC RmlD mix 2.
`Cc1ccc(C2=NN3C(C2)c2ccccc2OC32C(=O)Nc3ccccc32)cc1` (centres undefined) gave RmlC RmlD mix 4.
Screening Cc1ccccc1-n1c(SCC(=O)Nc2ccc3c(c2)OCO3)nnc1-c1ccccn1 returned RmlC RmlD mix 5.
`CC1(C)CC(=O)C2=C(C1)N(c1ccccc1)C(N)=C(C#N)C2c1cccnc1` (centres undefined) gave HIV RNase H inh -9.
`CCCOc1c(OC)cccc1C1CC(=O)Nc2cc(OC)c(OC)c(OC)c21` (centres undefined) gave RmlC RmlD mix -16 and HIV RNase H inh 66*.
Screening C#CCn1c(S(=O)(=O)Cc2ccc(F)cc2)nc(-c2ccccc2)c1-c1ccccc1 returned RmlC RmlD mix 29.
CCCCC(=O)NC(N1CCCCC1)C(Cl)(Cl)Cl (centres undefined) was read as RmlC RmlD mix -18.
For COc1ccccc1-c1nc2n(n1)C(c1ccccc1Cl)C(C(N)=O)=C(C)N2 (centres undefined) the results were RmlC RmlD mix 9 and HIV RNase H inh -1.
For Cn1ccnc1Sc1nnnn1-c1ccccc1 the results were RmlC RmlD mix 19 and HIV RNase H inh -17.
Cc1ccc(OCCCC(=O)Nc2ccc(Br)cc2)cc1 was read as RmlC RmlD mix -6.
`Cc1ccc(CCNC(=O)CN2CCN(Cc3ccccc3F)C2=O)cc1` gave RmlC RmlD mix 9 and HIV RNase H inh -45.
For CC(C)C(c1nnnn1C1CCCCC1)N1CCCc2ccccc21 (centres undefined) the results were RmlC RmlD mix 2.
Screening COC(=O)c1c(-c2ccc(OC)c(OC)c2)csc1N returned RmlC RmlD mix -7 and HIV RNase H inh -10.
`CCN1C(=O)N(C)C2(c3ccccc3)N(C)C(=O)N(C)C12c1ccccc1` (centres undefined) gave RmlC RmlD mix -5 and HIV RNase H inh -13.
